Bioassay records from PubChem BioAssay.
esBAF inh – blocks esBAF chromatin remodeling in mouse ES cells | Bmi1-luciferase knock-in reporter, 24 h; 100% = twice the neutral-well signal | reporter increase, % at 12.5 µM | actives 2% (n = 350,000); in the data active = activation above about 40%;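 note: 0% = median of the plate's neutral control wells and 100% = double that signal; a rise in the Bmi1 reporter signal indicates esBAF inhibition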
ARNT TACC3 PPI – ARNT/TACC3 interaction disruption; AlphaScreen His-ARNT PAS-B/GST-TACC3 binding, luminescence; TACC3 fragment carries E629A point mutation; inhibition, % at 9.99 µM; actives 0.66% (n = 390,000); AID 623870;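 active = mean inhibition of replicates at least 50% and at least half of replicates each reaching 50%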;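 note: 0% = complete ARNT plus TACC3 wells and 100% = ARNT alone without TACC3; many hits fall short of the cut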
miR-122 sensor – miR-122 inhibition in Huh7 cells; Huh7 miR-122 Renilla luciferase sensor, 48 h; neutral wells = 0, positive control = 100; activation (reporter increase), % at 12.5 µM; actives 0.3% (n = 340,000);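 active = mean replicate activation score at least 90 and every replicate individually at or above 90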;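 note: higher luciferase means less miR-122 activity so hits act as miR-122 inhibitors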
ERp5 block – blocks human ERp5 reductase activity on insulin; ERp5 insulin aggregation, absorbance 650 nm, 90 min; inhibition, % at 9.99 µM; actives 0.05% (n = 350,000); Q15084; AID 651711;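 active = mean replicate inhibition above about 25%, with every replicate also reaching it, limit read from the data, passing the limit was not always enough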
Target sequence (Q15084 whole entry, looked up): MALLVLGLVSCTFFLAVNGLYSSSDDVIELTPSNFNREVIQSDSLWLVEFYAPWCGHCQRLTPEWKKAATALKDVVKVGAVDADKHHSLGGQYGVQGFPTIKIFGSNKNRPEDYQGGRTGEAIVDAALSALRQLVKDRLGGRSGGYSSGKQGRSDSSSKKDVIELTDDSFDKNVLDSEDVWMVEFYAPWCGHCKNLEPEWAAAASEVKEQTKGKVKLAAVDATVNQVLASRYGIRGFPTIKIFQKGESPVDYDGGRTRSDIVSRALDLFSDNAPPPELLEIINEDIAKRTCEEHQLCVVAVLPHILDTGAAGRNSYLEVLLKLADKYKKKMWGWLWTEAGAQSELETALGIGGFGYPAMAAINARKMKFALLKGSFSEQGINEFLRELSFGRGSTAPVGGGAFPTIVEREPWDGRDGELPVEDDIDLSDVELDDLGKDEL
SIRT5 block – sirtuin-5 (human) deacylase inhibition; Q9NXA8; Purified SirT5, succinyl-peptide AMC, trypsin-coupled fluorescence; inhibition, % at 15 µM; actives 1.1% (n = 330,000); in the data active = inhibition above about 15%
Target sequence (Q9NXA8 whole entry, looked up): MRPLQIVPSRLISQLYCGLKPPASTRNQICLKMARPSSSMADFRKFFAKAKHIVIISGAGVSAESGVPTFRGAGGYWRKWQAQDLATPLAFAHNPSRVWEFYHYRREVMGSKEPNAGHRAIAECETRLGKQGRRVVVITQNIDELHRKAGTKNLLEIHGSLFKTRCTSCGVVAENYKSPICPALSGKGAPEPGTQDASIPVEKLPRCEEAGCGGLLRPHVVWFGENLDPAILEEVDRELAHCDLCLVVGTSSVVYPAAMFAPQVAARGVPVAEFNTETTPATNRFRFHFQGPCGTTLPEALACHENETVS
C2C12 statin – suppression of simvastatin myotoxicity. rescue of ATP level, % at 7.49 µM. C2C12 myotubes + simvastatin, ATP luminescence, 48 h; scaled: DMSO 0, geranylgeraniol control 100. AID 602340. actives 0.78% (n = 330,000);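 active = mean ATP rescue above about 67%, or every replicate alone reaching that limit, limit read from the data, passing the limit was not always enough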;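 note: myotubes were challenged with 10 µM simvastatin during compound exposure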
Cneo AK release – Cryptococcus neoformans lysis via adenylate kinase release | lysis activity, % at 15 µM | C. neoformans lysis, adenylate kinase release luminescence, 4 h; normalised: neutral wells 0, clomiphene wells 100 | actives 0.2% (n = 360,000) | AID 651654;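 active = mean lysis activity across replicates of at least 80%, whatever share of replicates individually reach that level; inactive = mean lysis activity below 80%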
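Assay system: log-phase C. neoformans yeast / Quantity: yeast cell density of 5 × 10^6 cells/mL / Medium: fresh YPD growth medium / Compound: single dose / Timing: static 4 h at 37 °C with compound, 1 h detection / Measured by: adenylate kinase release luminescence / Read-out: lysis from increased AK signal / Benchmarks: Clomiphene as positive lysis control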
An asterisk follows results filed as active; . = no result given; & = joins results of further samples; [ ] = remark or other dose.

SMILES | esBAF inh | ARNT TACC3 PPI | miR-122 sensor | ERp5 block | SIRT5 block | C2C12 statin | Cneo AK release
Clc1ccc(COc2ccccn2)c(Cl)c1 | -2.6 | 2.2 | -2.4 | . | . | . | 0.2
C[C@@H]1CN([C@@H](C)CO)C(=O)c2cc(NS(C)(=O)=O)ccc2O[C@@H](C)CCCCO[C@@H]1CN(C)C(=O)Nc1ccc(F)cc1 | -1.1 | -5.2 | 19.0[16.7 µM] | -2.2 | -2.5 | . | -1.7
Cc1c(S(=O)(=O)NC2CCCCC2)c(=O)n(C)c(=O)n1C | -2.0 | -2.2 | . | 3.9 | -2.0 | -14.3 | .
c1ccc(-c2ccccc2OCCOCCN2CCc3ccccc3C2)cc1 | -4.1 | 1.9 | -3.2 | 3.6 | -3.6 | -8.3 | .
Cc1cc(-c2nnc(SCC(=O)Nc3ccc(F)cc3F)n2N)n[nH]1 | -3.3 | -4.4 | 6.9 | 2.1 | 0.4 | -1.1 | 0.0
CCCn1c(SCC(=O)c2cc(OC)ccc2OC)nnc1-c1ccco1 | 0.2 | 2.1 | 8.4 | . | . | -34.2 | -0.5
CCc1cc(C(=O)OC)c(NC(=O)CC2Nc3cc(C)c(C)cc3NC2=O)s1 (stereo unspecified) | . | -34.8 | . | 6.4 | -2.9 | . | .
CCOC(=O)c1c(NC(=O)c2ccc(C)cc2)sc2c1CC(C)(C)OC2 | -7.9 | 2.4 | 3.4 | . | . | 12.8 | -1.8
O=S(=O)(NCC1CN(S(=O)(=O)c2c(F)cccc2F)C1)c1ccc2c(c1)OCCO2 | 0.1 | -6.6 | 18.9 | 0.9 | . | -21.3 | 1.9
CNC(=O)C[C@@H]1CC[C@@H]2[C@H](COC[C@H](O)CN2S(=O)(=O)c2ccc(Oc3ccccc3)cc2)O1 | 2.5 | 0.2 | -1.9[16.7 µM] | -2.6 | 1.9 | 5.4 | -2.6
COc1ccc(C2CC(c3cccs3)=NN2c2ccc(F)cc2)cc1OC (stereo unspecified) | . | -27.2 | . | 0.4 | 0.2 | . | .
COc1ccc(Cl)cc1S(=O)(=O)Nc1noc2ccccc12 | -6.9 | -12.2 | 63.9 | -2.3 | 0.9 | 4.8 | 0.2
COCC(=O)N1[C@@H](C#N)[C@@H](c2ccc(-c3cccc(F)c3)cc2)[C@@H]1CO | 8.3 | 13.0 | . | 7.3 | -1.3 | -34.6 | -0.8
COc1ccc(OC)c(CCNC(=O)CCCC(=O)n2ncc3cc(C)ccc32)c1 | 14.5 | -0.1 | 2.9 | 0.4 | -2.1 | -1.2 | -3.5
Cn1nc(C(=O)OCC(=O)Nc2ccc(C(N)=O)cc2)c2ccccc2c1=O | 5.4 | -1.8 | . | 4.4 | . | -4.2 | -4.4
COc1ccc(S(=O)(=O)Cc2ccc(C(=O)N3CCN(c4ccccn4)CC3)o2)cc1 | -1.1 | -1.7 | -8.2 | . | . | -1.5 | -1.0
COc1ccc(C#Cc2ccc3c(c2)O[C@H](CN(C)C(=O)Nc2cccc(OC)c2)[C@@H](C)CN([C@@H](C)CO)S3(=O)=O)cc1 | 6.4 | -3.2 | 17.7[16.7 µM] | 0.5 | 1.1 | -38.3 | 5.3
CN1CCCCN2[C@H](C1)[C@H](c1ccc(-c3ccc(F)cc3)cc1)[C@@H]2CO | 0.0 | 10.2 | 4.7[16.7 µM] | -3.8 | -1.3 | -10.5 | 4.9
Cc1cccc(N=Nc2c(C)c(C#N)c(O)[nH]c2=O)c1 | . | -20.5 | . | -3.3 | -1.0 | . | .
CN(C(=O)COC(=O)Cn1cnc2c1c(=O)n(C)c(=O)n2C)C1(C#N)CCCCC1 | -7.9 | -0.1 | 0.9 | -8.3 | -2.2 | -5.5 | -1.8
CC(C)(C)S(=O)N1Cc2cn(Cc3ccccc3)c(=O)cc2[C@H]1CCO (stereo partly specified) | -3.3 | -5.5 | 6.0 | 0.5 | 0.2 | 5.8 | 1.0
COc1cccc(NC(=O)N2CCN(c3ccc(C(F)(F)F)cn3)CC2)c1 | -5.6 | 0.8 | . | . | . | 2.0 | -1.4
O=S(=O)(Nc1ccc2nc(C(F)(F)F)[nH]c2c1)c1ccccc1 | 2.8 | -2.2 | -0.2 | . | . | 28.8 | -2.1
O=C(NCc1ccc2c(c1)OCO2)c1cc([N+](=O)[O-])ccc1N1CCOCC1 | -9.0 | -4.2 | 43.0 | . | . | -81.7 | -1.0
COc1ccc(Br)cc1S(=O)(=O)n1c([N+](=O)[O-])cnc1C | -2.7 | -2.3 | 31.3 | 1.0 | 6.7 | 2.2 | -0.2
The results go on:
SMILES | esBAF inh | ARNT TACC3 PPI | miR-122 sensor | ERp5 block | SIRT5 block | C2C12 statin | Cneo AK release
C[C@H](CO)N1C[C@H](C)[C@H](CN(C)Cc2ccc(C(F)(F)F)cc2)Oc2c(NC(=O)Nc3ccc(F)cc3)cccc2C1=O | -2.6 | -4.6 | 31.2[16.7 µM] | -3.8 | 2.0 | 25.3 | 43.9
C[C@H]1CN([C@@H](C)CO)C(=O)c2cc(N(C)C)ccc2O[C@@H]1CN(C)C | 4.8 | . | 23.6[16.7 µM] | . | . | 42.6 | .
O=C(Nc1cccc(C(=O)N2CCCCC2)c1)c1ccccc1 | 0.7 | -15.9 | -0.6 | 5.9 | -1.6 | 2.0 | 0.0
CN(CC1CCCN(CCc2cccc(C(F)(F)F)c2)C1)C(=O)c1ccco1 (stereo unspecified) | 4.4 | -5.3 | -6.1 | 2.4 | -1.7 | 3.9 | -7.2
COc1cccc(N(CC(=O)NC2CCCC2)C(=O)CCCC(=O)Nc2ccccn2)c1 | -5.5 | -5.2 | -4.1 | 1.5 | -1.8 | -7.5 | 1.8
C[C@H](CO)N1C[C@H](C)[C@@H](CN(C)Cc2ccccc2)Oc2c(NC(=O)C3CCOCC3)cccc2C1=O | 0.0 | -1.5 | 14.3[16.7 µM] | -4.7 | 1.0 | -4.1 | -2.1
C[C@H]1CN([C@@H](C)CO)S(=O)(=O)c2ccc(-c3ccc(F)cc3)cc2O[C@@H]1CN(C)C(=O)Nc1ccccc1F | 1.0 | -6.0 | 38.1[16.7 µM] | 0.2 | -3.1 | -42.6 | 3.4
COc1ccc(CN2CNc3c(c(=O)n(C)c(=O)n3C)C2)cc1 | . | 4.7 | 7.5 | 0.8 | -3.4 | . | -1.8
O=C(CN(C(=O)C1CSC(=O)C1)c1ccc(F)cc1)NCc1ccc2c(c1)OCO2 (stereo unspecified) | -0.8 | -1.0 | . | 4.3 | -2.7 | 3.6 | 6.0
O=C(Cc1ccc([N+](=O)[O-])cc1)N/N=C/c1cccnc1 | . | -4.4 | . | 0.9 | -2.5 | . | .
Cn1c(SCC(=O)Nc2ccc(NC(=O)c3ccccc3F)cc2)nnc1-c1ccncc1 | 17.7 | -1.9 | . | . | . | -1.2 | -10.4
CC(C)=CCN1CCN(Cc2cc3ccccc3[nH]2)CC1CCO (stereo unspecified) | -5.2 | 0.3 | 4.2 | 3.1 | 9.0 | 7.9 | 2.1
Cc1cccc(C(=O)Nc2nnc(-c3ccc(C(C)(C)C)cc3)s2)c1 | 5.7 | -3.0 | 1.8 | . | . | 82.9* | -1.7
CCc1ccc(NC(=O)c2ccc3c(c2)C(=O)N(Cc2ccco2)C3=O)cc1 | 11.0 | . | . | 5.6 | . | 4.2 | -2.1
COCCNC(=S)N(C)[C@H]1C[C@H]2c3cc(-c4ccccc4)ccc3CCN2C(=O)[C@H]1[C@H](C)O | 4.6 | . | 8.2 | 0.2 | -2.0 | -1.7 | .
CN(C)c1nc(N)c([N+](=O)[O-])c(NCCO)n1 | . | 3.0 | 5.8 | -2.0 | 1.8 | . | -0.9
O=C(Nc1ccc2ccccc2n1)c1ccc(Cl)cc1 | 26.3 | -4.8 | . | 2.1 | -1.4 | -8.2 | -13.2
COC(=O)N/N=C/c1ccc([N+](=O)[O-])s1 | -3.3 | -3.3 | -2.7 | . | . | -4.5 | 8.3
COc1ccc(OC)c(CNC(=O)C2CCCN(S(=O)(=O)N3CC(C)CC(C)C3)C2)c1 (stereo unspecified) | 5.2 | -1.2 | -7.8 | 3.3 | -0.9 | 0.3 | -0.9
COC(=O)C[C@@H]1CC[C@@H]2[C@H](COC[C@H](O)CN2S(=O)(=O)c2cn(C)cn2)O1 | 3.4 | -5.3 | 3.0[16.7 µM] | . | . | -3.8 | -0.2
Cc1cccnc1C(NC(=O)C1CCN(Cc2ccccc2)CC1)c1ccc(F)cc1 (stereo unspecified) | 1.3 | . | . | 0.4 | . | 4.2 | -5.2
Cc1nc2ccc(Cc3ccc4nc(C)[nH]c4c3)cc2[nH]1 | 15.0 | -10.7 | -3.1 | . | . | -7.8 | -0.3
CCC(=O)c1ccc(OCC(=O)OCC(=O)N2CCc3ccccc32)cc1 | -6.1 | 2.1 | . | 14.7 | 0.7 | -4.3 | 1.5
COCc1cc(C)nc(SCC(=O)Nc2ccc(N3CCOCC3)cc2)c1C#N | 3.3 | -2.0 | 2.3 | 0.4 | 7.1 | -5.6 | -0.4
COc1ccccc1/C=N/NC(=O)c1nnn(-c2nonc2N)c1CN(C)c1ccccc1 | -2.5 | 2.1 | -6.9 | 3.4 | -1.8 | -10.8 | 0.1
(next part)
SMILES | esBAF inh | ARNT TACC3 PPI | miR-122 sensor | ERp5 block | SIRT5 block | C2C12 statin | Cneo AK release
CCCn1c(SCC(=O)Nc2ccc(OC)cc2)nnc1-c1ccncc1 | 7.3 | -1.5 | 1.9 | . | . | -5.1 | 1.1
COc1cc(OC)c(C2=Nc3ccc(Br)cc3C(c3ccccc3)N2CC(=O)NN)cc1OC (stereo unspecified) | . | 2.1 | . | 3.9 | 0.0 | . | .
Cc1cccc(CN(C)C[C@@H]2OCc3cnnn3CCCC(=O)N([C@@H](C)CO)C[C@H]2C)c1 | -5.9&-2.2&0.2 | -0.7&-3.8 | -1.3 | 0.9&0.8&-3.3 | -0.2&-5.8 | 1.6&6.7&-7.0 | 1.0&-2.5&20.6
O=C(O)c1ccc(Cl)c(S(=O)(=O)Nc2ccc(OCc3ccccc3)cc2)c1 | 35.6 | -1.4 | 18.2 | 1.9 | -0.5 | 8.3 | 1.0
COc1cc(/C=C/C(=O)OCC(=O)Nc2cc(C(F)(F)F)ccc2N2CCOCC2)ccc1O | -8.0 | -3.4 | 13.5 | -2.1 | 0.0 | 14.3 | -0.3
C[C@H](O)[C@@H]1C(=O)N2CCc3ccc(-c4cccc(F)c4)cc3[C@@H]2C[C@@H]1N(C)C(=O)Nc1ccccc1 | 1.6 | 2.6 | 2.3 | -2.2 | 0.2 | -6.6 | 1.0
C[C@@H]1CN([C@@H](C)CO)C(=O)c2cc(NC(=O)C3CC3)ccc2O[C@H]1CN(C)S(=O)(=O)c1ccc(F)cc1 | 3.6 | -4.0 | -10.9[16.7 µM] | 0.0 | 8.0 | -36.4 | 5.1
COc1ccc(/C=N/NC(=S)NCC2CCCO2)cc1 (stereo unspecified) | . | -2.2 | . | 2.3 | 1.2 | . | .
O=C(O)c1ccccc1-c1cn2cc(Cl)ccc2n1 | . | -6.4 | . | 5.2 | -1.9 | . | .
CCOC(=O)c1ccc(-n2cncn2)nc1 | 1.8 | 3.4 | -5.0 | . | . | 31.8 | 4.3
O=C(NCC1(N2CCCCC2)CCCCC1)c1cccc(S(=O)(=O)Nc2ccc(F)cc2)c1 | -5.4 | -3.4 | 29.0 | 8.9 | 2.3 | -12.5 | -1.3
COc1ccc(CCNC(=O)c2ccc(Cl)cc2Cl)cc1OC | . | -7.6 | . | -0.5 | 3.0 | . | .
COC(=O)[C@@]12CCCCN1[C@H](c1ccc(-c3cccc(Cl)c3)cc1)[C@H]1C(=O)N(C)C(=O)[C@H]12 | -3.5 | -4.3 | 3.3 | 1.0 | -2.4 | 4.8 | -0.6

Reprinted at random: 3 entries already listed.
SMILES | esBAF inh | ARNT TACC3 PPI | miR-122 sensor | ERp5 block | SIRT5 block | C2C12 statin | Cneo AK release
O=C(NCC1(N2CCCCC2)CCCCC1)c1cccc(S(=O)(=O)Nc2ccc(F)cc2)c1 | -5.4 | -3.4 | 29.0 | 8.9 | 2.3 | -12.5 | -1.3
CCCn1c(SCC(=O)Nc2ccc(OC)cc2)nnc1-c1ccncc1 | 7.3 | -1.5 | 1.9 | . | . | -5.1 | 1.1
O=C(O)c1ccc(Cl)c(S(=O)(=O)Nc2ccc(OCc3ccccc3)cc2)c1 | 35.6 | -1.4 | 18.2 | 1.9 | -0.5 | 8.3 | 1.0
